TRPV1 agonist: HTS Assay for Compounds that Act as Agonists of the Vanilloid Receptor 1 | Transient receptor potential cation channel subfamily V member 1 (Homo sapiens), Q8NER1 | TRPV1-expressing cells, Fluo-8 calcium influx, agonist mode | activation, % at 8.33 µM | 320,000 tested, 0.19% active; in the data active means activation above about 80%; inconclusive means between about 30% and that limit; further: 0% is about no effect
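TRPV1-expressing cells were cultured overnight at 35.5C and loaded with Fluo-8 calcium dye for 40 to 90 min at room temperature. After a 10 s baseline, compound was added and calcium influx was read kinetically for 3 min (ex 480/em 520 nm).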
ELG1 genotoxic: qHTS screen for small molecules that induce genotoxicity in human embryonic kidney (HEK293T) cells expressing luciferase-tagged ELG1 | AID 504466, 2011 | 330,000 tested, 1.3% active | HEK293T ELG1-luciferase reporter, luminescence, 16 h | Potency, µM (series often up to 46 µM), for inactives: at the highest dose activity change, positive = activation, hits mostly activators; further: potency means the concentration at half of the fitted maximal effect; % of control where 0% means no effect; nearly all actives have a fitted effect of over 60% in size
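HEK293T cells expressing luciferase-tagged ELG1 were exposed to compound or DMSO vehicle for 16 hr at 37 °C and 5% CO2. Luciferase activity was then measured with ONE-Glo after 30 min at room temperature.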
a7 integrin act: qHTS for Activators of Integrin-Mediated Alleviation for Muscular Dystrophy; alpha7betagal myoblasts, beta-gal FDG fluorescence, 48 h; Potency, µM (highest dose often 38.3 µM), for the others: at the highest dose activation, actives largely listed as activators; 350,000 tested, 0.064% active;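 further: potency means the concentration at half of the fitted maximal effect; 100% = response of the positive control SU9516; nearly all actives have a fitted effect of over 60% in size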
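Alpha7betagal+/- myoblasts (passage 13) were plated 16-24 hr, then exposed to compounds (1:260 dilution of DMSO stock) for 48 hours at 37C. After MPER lysis, β-galactosidase reporter activity was read as FDG fluorescence (ex 480/em 540) after 30 minutes.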
p53 reactivation: qHTS assay for re-activators of p53 using a Luc reporter; 320,000 tested, 0.063% active; H1299 p53-A138V BP100-luciferase reporter, luminescence, 24 h; Potency, µM (highest dose often 92.2 µM), without a hit: top-dose activity change, positive = activation, most hits filed as activators; further: potency means the concentration at half of the fitted maximal effect; % of control where 0% means no effect; nearly all actives have a fitted effect of over 45% in size
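H1299 (p53-null), stable ts p53-A138V + BP100-Luc; 1000 cells/well, Opti-MEM/10% FBS; cpd 4 pt, 1:5; 24 h, 37 deg C, 5% CO2; detection reagent 10 min RT; luminescence.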
Eya2 inh: qHTS Assay for Inhibitors of the Phosphatase Activity of Eya2; Potency, µM (doses to about 76.9 µM), without a hit: at the highest dose activity, negative = inhibition, most hits filed as inhibitors; 330,000 tested, 0.006% active; recombinant Eya2, OMFP fluorescence dephosphorylation (OMFP is methylfluorescein phosphate); Protein phosphatase EYA2 (Homo sapiens), O00167; further: potency means the concentration at half of the fitted maximal effect; on the % scale 0 is the no-effect control and ±100 the full control effect
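Eya2 protein (added as 0.2 uM solution) was preincubated with compound for 10 min at ambient temperature in 50 mM HEPES pH 7.5, 50 mM NaCl, 5 uM MgCl2, 0.05% BSA, 1 mM DTT. OMFP (added at 50 uM) then reacted 10 min; fluorescence read at 485/525 nm.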
BRCA1 expr act: qHTS Assay to Identify Small Molecule Activators of BRCA1 Expression; MCF7-BRCA1-FFLuc reporter, luminescence, 48 h; response scale: scaled: vehicle 0%, 10 µM genistein 100%; Potency, µM (highest dose often 46.1 µM), for the others: at the top dose activation, actives largely listed as activators; 380,000 tested, 1.1% active; further: potency means the concentration at half of the fitted maximal effect; nearly all actives have a fitted effect of over 80% in size; some results filed as inactive show a strong effect at the top dose
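MCF7-BRCA1-FFLuc, 2000 cells/well; 2 h attach, 37 °C/5% CO2; compound 48 h; luciferase substrate 15 min; luminescence end-point. Norm. to genistein 10 microM max activation and DMSO; concentration-response curves fitted.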
USP2a block: qHTS Assay for Inhibitors of Ubiquitin-specific Protease USP2a Using CHOP2 as the Reporter; AID 463254, 2010; Ubiquitin carboxyl-terminal hydrolase 2 (Homo sapiens), O75604; USP2 core, Ub-CHOP2 coupled fluorogenic reporter, 485/531; Potency, µM (highest dose often 38.3 µM), for inactives: top-dose activity change, negative = inhibition, actives largely listed as inhibitors; 330,000 tested, 0.01% active;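 further: potency means the concentration at half of the fitted maximal effect; plate controls were DMSO wells for no effect and full inhibition by NEM control for full effect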
Target sequence (O75604 whole entry, looked up): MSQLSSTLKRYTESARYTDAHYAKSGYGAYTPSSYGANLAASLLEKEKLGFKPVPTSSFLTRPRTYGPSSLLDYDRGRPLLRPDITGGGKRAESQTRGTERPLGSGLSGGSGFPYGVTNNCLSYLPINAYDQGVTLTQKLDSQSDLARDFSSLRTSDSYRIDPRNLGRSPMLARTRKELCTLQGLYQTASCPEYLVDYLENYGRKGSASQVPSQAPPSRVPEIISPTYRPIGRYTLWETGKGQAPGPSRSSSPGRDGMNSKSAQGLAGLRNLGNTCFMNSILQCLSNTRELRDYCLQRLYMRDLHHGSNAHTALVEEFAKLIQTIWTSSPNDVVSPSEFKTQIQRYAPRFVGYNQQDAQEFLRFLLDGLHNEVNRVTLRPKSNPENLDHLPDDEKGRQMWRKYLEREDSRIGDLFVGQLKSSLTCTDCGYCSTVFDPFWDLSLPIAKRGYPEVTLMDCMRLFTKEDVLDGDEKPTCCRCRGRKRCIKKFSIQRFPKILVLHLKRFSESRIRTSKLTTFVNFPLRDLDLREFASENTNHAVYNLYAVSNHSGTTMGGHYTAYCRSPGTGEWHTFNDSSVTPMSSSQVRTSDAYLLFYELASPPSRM
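USP2 core (10nM final) preincubated 30min RT with compound in 20mM Tris-HCl pH 8.0, 2mM CaCl2, 2mM beta-mercaptoethanol, 0.05% CHAPS; 25nM Ub-CHOP2 plus 25nM reporter substrate added, fluorescence (Ex485/Em531) read after 60min.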
uPA surface inh: qHTS for Inhibitors of Cell Surface uPA Generation; 330,000 tested, 0.31% active; cell surface uPA generation assay, qHTS; AID 540303, 2011; Potency, µM (titrated, usually from 38.3 µM), without a hit: top-dose activity change, negative = inhibition, most hits filed as inhibitors; active means well fitted inhibition curve with a large enough effect; inconclusive means small, poorly fitted or top-dose-only effect; inactive means no such curve, though single readings can be large or run the other way; tested in mouse RAW 264.7 cells; further: potency means the concentration at half of the fitted maximal effect; on the % scale 0 is the no-effect control and ±100 the full control effect; nearly all actives have a fitted effect of over 55% in size
S-ASM inh: Inhibitors of Secretory Acid Sphingomyelinase (S-ASM): qHTS | Potency, µM (top dose mostly 57.5 µM), for inactives: top-dose activity change, negative = inhibition, usual class: inhibitors | 340,000 tested, 0.006% active | AID 504937, 2011 | placental ASM, HMU-PC fluorogenic substrate, 60 min | Sphingomyelin phosphodiesterase (Homo sapiens), P17405; further: potency means the concentration at half of the fitted maximal effect
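qHTS format. ASM enzyme prepared from human placenta hydrolyses the fluorogenic substrate HMU-PC0 (9 uM final) over 60 min at 37 °C after a 10 min compound preincubation.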
TSG101-PTAP inh: qHTS Assay for Iinhibitors of HIV-1 Budding by Blocking the Interaction of PTAP/TSG101. Tumor susceptibility gene 101 protein (Homo sapiens), Q99816. Fluorescence polarization, FITC-PTAP peptide / Tsg101 binding. Potency, µM (titrated, usually from 115 µM), inactives show at the highest dose activity change, negative = inhibition, most hits filed as inhibitors. 340,000 tested, under 10 active. AID 493005, 2010; active means well fitted inhibition curve with a large enough effect in the main read-out, with a control signal flat, not every such curve was filed as active; inconclusive means small, poorly fitted or top-dose-only effect, or effect the other way, or a change in a side signal; inactive means no such curve, though single readings can be large or run the other way; further: potency means the concentration at half of the fitted maximal effect; % of control where 0% means no effect
Target sequence (Q99816 whole entry, looked up): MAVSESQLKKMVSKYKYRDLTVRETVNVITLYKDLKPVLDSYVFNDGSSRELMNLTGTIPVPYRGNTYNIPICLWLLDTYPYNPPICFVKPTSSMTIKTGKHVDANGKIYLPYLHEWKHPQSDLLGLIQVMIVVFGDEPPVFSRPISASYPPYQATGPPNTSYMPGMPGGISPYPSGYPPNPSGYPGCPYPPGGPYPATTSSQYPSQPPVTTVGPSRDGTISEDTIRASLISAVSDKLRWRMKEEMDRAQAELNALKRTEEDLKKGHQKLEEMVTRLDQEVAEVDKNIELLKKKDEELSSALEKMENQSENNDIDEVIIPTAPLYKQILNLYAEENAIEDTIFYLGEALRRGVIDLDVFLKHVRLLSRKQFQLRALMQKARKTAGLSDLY
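FP read-out: FITC-PTAP peptide, 50 nM final, binding Tsg101 binding domain, 10 uM final; 20 min, r.t.; 10 mM HEPES pH 7.5, 0.15 M NaCl, 0.01% Tween 20, 3 mM EDTA, 0.1 mM TCEP.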
B2AR arrestin: qHTS assay of beta-arrestin-biased ligands of beta2-adrenergic receptor; beta-arrestin recruitment to beta2AR, cell-based reporter; Potency, µM (titrated, usually from 46.1 µM), for inactives: at the top dose activation, most hits filed as activators; 330,000 tested, 0.02% active;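 further: potency means the concentration at half of the fitted maximal effect; 0% = DMSO controls and full agonism = EC100 isoproterenol or metaproterenol; nearly all actives have a fitted effect of over 65% in size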
* marks the source's active call; other numbers are inactive results; ? = inconclusive; · = no result given; & = joins results of further samples; [ ] = dose if it differs, or a comment. Unless noted, the call rests on the fitted dose curve; in most records, active means well fitted curve in the direction sought with a large enough effect; inconclusive means small, poorly fitted or top-dose-only effect, or another doubt; inactive means no such curve, though single readings can be large; an effect the other way counts as inactive or inconclusive.

SMILES	TRPV1 agonist	ELG1 genotoxic	a7 integrin act	p53 reactivation	Eya2 inh	BRCA1 expr act	USP2a block	uPA surface inh	S-ASM inh	TSG101-PTAP inh	B2AR arrestin
CCN(CC)c1ccc(NC(=O)CN2CCN(c3ccccn3)CC2)cc1	8	-1%	-2%	0%	-23%	-1%	1%	-9%	-1%	-4%	0.6%
CCOC(=O)c1sc2nc(C)[nH]c(=O)c2c1C	2	5%	16%	0%	3%	-2%	-1%	6%	0%	1%	0.4%
COC(=O)C1CCCN1S(=O)(=O)c1ccc([N+](=O)[O-])cc1 (stereo not given)	-3	-3%	3%	-10%	-4%	-10%	0%	-4%	0%	-1%	-1.0%
COc1ccc(C=O)cc1COc1ccc([N+](=O)[O-])c(C)c1	3	-1%	8%	-3%	-7%	1%	-1%	5%	-8%	-3%	-0.1%
CC(CCc1ccc(O)cc1)NCCC(c1ccccc1)c1ccccc1 (stereo not given)	10	-3%	-50%[inhibitor]	-22%	-1%	-44%	3%	-2%	-1%	-1%	-0.6%
CC1Cc2ccccc2N1Cc1nc2scc(-c3cccs3)c2c(=O)[nH]1 (stereo not given)	-1	0%	-18%	-5%	-7%	-18%	-1%	6%	-5%	-3%	-0.6%
CCC(c1nc2ccccc2c(=O)n1-c1nc2ccccc2s1)N1C(=O)c2ccccc2C1=O (stereo not given)	12	4%	0%	4%	-12%	-41%	-2%	2%	1%	-2%	-0.1%
Cc1ccc(/C=N/N=C2/NC(=O)C(CC(=O)Nc3ccc(Cl)cc3)S2)o1 (stereo not given)	0	3%	-45%	29%	5%	-9%	3%	-7%	-2%	1%	0.1%
CC(=O)N1c2ccccc2N(Cc2ccc([N+](=O)[O-])cc2)C(=O)C1(C)C	-8	-3%	-10%	-7%	2%	-24%	-1%	7%	1%	-1%	-1.0%
O=c1c2cn[nH]c2[nH]c(=S)n1-c1ccccc1F	2	6.5µM*	-21%	?	3%	-28%	1%	8%	5%	·	-0.8%
CN(C)c1cc[n+](CC(=O)c2ccc(-c3ccccc3)cc2)cc1	-3	-12%	-58%[inhibitor]	-1%	5%	-40%	-1%	7.1µM*	-3%	-5%	0.2%
COc1ccc(CCNc2ccc(S(=O)(=O)N3CCCC3)cc2[N+](=O)[O-])cc1	-2	-6%	5%	-4%	2%	-32%	-1%	-7%	-4%	0%	-0.5%
O=C(Nc1ccccn1)c1cc(-c2cccc(Cl)c2)nc2ccccc12	?	-15%	-7%	2%	-4%	-54%	-3%	5%	-7%	1%	-0.3%
COc1ccc(Nc2nc(-c3cccc(OC)c3O)nc3ccccc23)cc1	4	-5%	-32%	9%	-13%	-1%	-7%	2%	?	-4%	0.7%
COc1ccc(-c2noc(CN(C)C(=O)c3ccc4c(c3)OCO4)n2)cc1	7	7%	-7%	-1%	11%	1%	1%	6%	-2%	-2%	-0.5%
O=C(NCCO)Nc1ccc2nsnc2c1	-2	0%	3%	2%	7%	?	5%	13%	209%[activator]	-8%	-1.0%
O=C(c1cc(-c2ccc(O)cc2)on1)N1CCCc2ccccc21	·	12%	3%	?	3%	71%	1%	?	-7%	-3%	0.4%
CC(c1ccco1)N(C(=O)c1ccc(Cl)c([N+](=O)[O-])c1)c1ccccn1 (stereo not given)	17	-12%	-40%	1%	2%	-43%	3%	-2%	2%	-3%	-0.2%
O=C(Nc1nc2ccc(S(=O)(=O)N3CCCC3)cc2s1)c1ccccn1	3	-7%	-6%	3%	-7%	63%	5%	-15%	6%	-8%	0.4%
O=C(COc1ccc2ccccc2c1)Nc1nc2ccccc2[nH]1	1	14%	17%	3%	7%	-11%	4%	9%	13%	-7%	0.0%
CCCOc1ccccc1N/C(=N\S(=O)(=O)c1ccc(C)cc1)Nc1nc(C)cc(C)n1	·	·	4%	·	·	-17%	·	-3%	1%	-6%	·
CC(C)Cc1nn2c(=O)cc(O)nc2s1	3	-1%	-9%	-5%	0%	1%	2%	4%	3%	-5%	-1.0%
Cc1c(C(=O)O)sc(S(=O)(=O)N2CCN(C(=O)Cc3ccc(F)cc3)CC2)c1C(=O)O	1	2%	?	5%	9%	-10%	2%	6%	8%	-5%	-0.2%
Cc1ccc(C(=O)NCc2occc2C(=O)O)o1	3	0%	2%	13%	1%	-9%	1%	6%	1%	-4%	-0.1%
CCCCOc1ccc2c(c1)C(=O)c1cc(O)ccc1-2	-1	?	-17%	13%	-15%	3.5µM*	-3%	0%	-15%	-2%	0.5%
Cc1cc(C)c(OCC(O)CN2CCN(C(=O)c3ccccc3)CC2)c(C)c1 (stereo not given)	3	-1%	34%	·	-11%	-3%	2%	-9%	3%	-5%	-0.9%
O=S(=O)(c1cccc(C(F)(F)F)c1)N1CCN(CC(O)COCc2ccccc2)CC1 (stereo not given)	·	-4%	-10%	0%	0%	-10%	1%	9%	2%	-3%	0.6%
O=C(/C=C/c1ccc(Cl)cc1)Nc1cc(S(=O)(=O)N2CCOCC2)ccc1N1CCOCC1	·	1%	6%	-1%	-38%	-52%	6%	-9%	-25%	-4%	0.0%
O=C1CNC(=S)N1Cc1ccccc1	0	2%	11%	-1%	-4%	-4%	-1%	8%	9%	1%	-0.2%
O=C(CSc1nnc(SCc2ccccc2)s1)N/N=C/C=C/c1ccco1	1	0%	-24%	8%	-1%	-18%	?	-1%	-9%	-2%	-0.2%
Cc1cc[n+](CC(=O)Nc2cccc(C)c2)cc1	3	1%	27%	2%	-7%	-12%	0%	5%	-2%	-8%	-0.3%
CCc1nc2ccc(C(=O)NC3CCC(C)CC3)cc2nc1CC (stereo not given)	23	9%	2%	15%	-10%	74%	-4%	5%	-7%	-5%	3.3%
COc1ccccc1C(=O)NCCC(=O)NNC(=O)c1ccccc1O	-6	-1%	16%	-3%	16%	-54%	0%	13%	·	1%	0.1%
COc1ccccc1CCNCc1ccc(OC)c(OCc2ccccc2)c1	-2	?	-63%[inhibitor]	-2%	-31%	-70%	4%	·	0%	-4%	-0.1%
CC12CCC(C(=O)O)(C/C1=N\O)C2(C)C (stereo not given)	-4&1	-1%&1%	3%[7.66 µM]	11%&-6%	11%&-10%	3%&2%	3%&2%	0%&-5%	5%&2%	-4%&-3%	-0.4%&-0.5%
COc1ccc(-n2cnnc2SCC(=O)Nc2cccc(S(=O)(=O)N3CCCCC3)c2)cc1	-2	-6%	0%	-4%	-1%	-22%	0%	-5%	0%	-3%	-1.5%
O=C(Nc1ccc(F)cc1F)N1CCN(CCc2ccccc2)CC1	?	1%	-2%	0%	10%	0%	-3%	7%	5%	-2%	-0.2%
O=C(OCC(=O)N1CCN(C(=O)c2ccco2)CC1)c1ccc(S(=O)(=O)N2CCCCC2)cc1	0	2%	-10%	-7%	-5%	-6%	0%	3%	0%	0%	-0.5%
Cc1snc(SCC(=O)N/N=C(\N)COc2ccc(F)cc2)c1C#N	-1	3%	10%	1%	2%	0%	-1%	·	-1%	-2%	-0.4%
COc1ccc([C@@H]2CC=C(C(=O)O)[C@H](c3ccccc3)N2S(=O)(=O)c2ccccc2C)cc1	-2	-2%	0%	2%	-10%	-2%	-1%	-7%	4%	-2%	-0.2%
CC(NS(=O)(=O)c1ccc(CCC(=O)NCC2CCCO2)cc1)c1ccccc1 (stereo not given)	0	-1%	-4%	3%	3%	-20%	-1%	11%	5%	-1%	0.8%
